TRHR ag = TRH receptor (human) agonism | AID 493084 | activation, % at 2 µM | hit rate 0.18% among 360,000 | TRHR cells, calcium flux fluo-8, FDSS agonist mode | P34981; in the data active means activation above about 30%; further: 0% is about no effect
Target sequence (P34981 whole entry, looked up): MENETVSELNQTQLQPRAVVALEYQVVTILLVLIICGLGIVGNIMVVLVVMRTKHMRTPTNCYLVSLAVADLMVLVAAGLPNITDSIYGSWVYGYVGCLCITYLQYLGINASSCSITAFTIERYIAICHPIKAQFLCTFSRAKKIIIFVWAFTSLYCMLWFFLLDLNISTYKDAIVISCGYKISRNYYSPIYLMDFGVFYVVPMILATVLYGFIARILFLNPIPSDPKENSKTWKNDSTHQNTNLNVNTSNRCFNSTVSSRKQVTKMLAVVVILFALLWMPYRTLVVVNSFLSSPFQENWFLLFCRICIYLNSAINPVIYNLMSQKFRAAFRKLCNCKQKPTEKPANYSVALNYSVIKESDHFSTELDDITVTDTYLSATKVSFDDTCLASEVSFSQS
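TRHR-expressing cells, plated overnight in medium with 10% serum, were loaded with fluo-8 calcium dye at room temperature. After a 10 s baseline, library compound was pin-added and calcium release was recorded kinetically (ex 480/em 530) as agonist response.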
POLB inh = DNA polymerase beta (human) inhibition; Potency, µM (doses to about 114 µM), without a hit: at the top dose activity change, negative = inhibition, most hits filed as inhibitors; P06746; hit rate 1.3% among 340,000; Pol beta primer extension/strand displacement, fluorescence kinetic; further: potency means the concentration at half of the fitted maximal effect; on the % scale 0 is the no-effect control and ±100 the full control effect
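Homogeneous kinetic assay of primer extension and strand displacement by 10 nM Pol beta, preincubated 15 min at room temperature with compound before 50 nM substrate (final) was added. Read at 0 and 10 min; four-parameter Hill fit.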
POLK inh = inhibitors of human DNA polymerase kappa | Q9UBT6 | purified Pol kappa, fluorescent DNA synthesis assay, 10 min | hit rate 0.53% among 400,000 | AID 588579 | Potency, µM (titrated, usually from 107 µM), for the others: at the top dose activity, negative = inhibition, most hits filed as inhibitors; further: potency means the concentration at half of the fitted maximal effect; on the % scale 0 is the no-effect control and ±100 the full control effect
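Activity was followed as the change in fluorescence between reads at 0 and 10 min after starting the reaction with 50 nM substrate. Beforehand, 10 nM polymerase had been preincubated with compound for 15 min at room temperature.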
Pol iota inh = blocks human DNA polymerase iota activity; Pol iota fluorescent replication assay, 10 min; Q9UNA4; hit rate 1% among 390,000; AID 588590; Potency, µM (highest dose often 115 µM), for the others: at the highest dose activity, negative = inhibition, usual class: inhibitors; further: potency means the concentration at half of the fitted maximal effect
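Pol iota at 10 nM preincubated 15 min with compounds at room temperature; reaction started with fluorescent substrate, 50 nM final. Fluorescence read kinetically at 0 and 10 min; buffer-only wells as negative control.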
APE1 inh = inhibitors of human APE1 endonuclease. recombinant APE1, TAMRA/BHQ-2 abasic DNA cleavage fluorescence. Potency, µM (titrated, usually from 65.8 µM), for the others: at the top dose activity change, negative = inhibition, hits mostly inhibitors. P27695. AID 2517. hit rate 0.35% among 350,000;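 further: potency means the concentration at half of the fitted maximal effect; plate controls were vehicle for no effect and reference inhibitor for full effect; nearly all actives have a fitted effect of over 55% in size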
Target sequence (P27695 whole entry, looked up): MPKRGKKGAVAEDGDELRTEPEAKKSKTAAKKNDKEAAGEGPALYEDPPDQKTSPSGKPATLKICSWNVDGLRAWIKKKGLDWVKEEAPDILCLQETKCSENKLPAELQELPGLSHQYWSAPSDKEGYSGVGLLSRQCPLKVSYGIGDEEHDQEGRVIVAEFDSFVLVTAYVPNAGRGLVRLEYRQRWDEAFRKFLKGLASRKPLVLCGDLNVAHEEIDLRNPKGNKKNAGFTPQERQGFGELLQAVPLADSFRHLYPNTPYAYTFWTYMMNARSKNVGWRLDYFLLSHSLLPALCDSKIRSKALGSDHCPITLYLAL
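Measures dequenching upon AP-site incision of a 5'-TAMRA/3'-BHQ-2 THF-containing duplex, 50 nM; human APE1 0.75 nM after 15 min room-temperature exposure to compound; kinetic three-point read at one-minute spacing.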
Apoferritin bind = candidate novel general anesthetic via apoferritin binding | P02791 | apoferritin/1-aminoanthracene competitive binding, fluorescence | Potency, µM (series often up to 77.5 µM), for inactives: at the top dose activity change, negative = displacement, hits mostly inhibitors | hit rate 0.074% among 350,000; further: potency means the concentration at half of the fitted maximal effect; on the % scale 0 is the no-effect control and ±100 the full control effect; nearly all actives have a fitted effect of over 20% in size
Target sequence (P02791 2-175 limits assumed): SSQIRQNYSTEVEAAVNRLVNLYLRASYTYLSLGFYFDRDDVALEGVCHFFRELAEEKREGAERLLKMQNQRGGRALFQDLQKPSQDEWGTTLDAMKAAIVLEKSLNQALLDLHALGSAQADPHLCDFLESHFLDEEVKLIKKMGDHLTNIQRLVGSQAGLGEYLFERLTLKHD
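Probe: 1-aminoanthracene (50% saturated, PBS). Protein: horse-spleen apoferritin, 10 uM. Incubation: 10 min, room temperature. Detection: 380 nm excitation, 535 nm emission. Analysis: normalized response, four-parameter Hill.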
12-LOX inh = blocks human arachidonate 12S-lipoxygenase. Potency, µM (highest dose often 108 µM), without a hit: top-dose activity change, negative = inhibition, usual class: inhibitors. hit rate 1.1% among 580,000. P18054. purified 12hLO, xylenol orange hydroperoxide absorbance. AID 1671190; further: potency means the concentration at half of the fitted maximal effect; on the % scale 0 is the no-effect control and ±100 the full control effect
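Purified human 12hLO at 150 nM in 25 mM Hepes, 0.01% Triton X-100, pH 7.0, preincubated 15 min at room temperature with compound. Reaction started with 40 uM arachidonic acid, 30 min at room temperature. Hydroperoxide measured by Fe-xylenol orange, 573/405 nm absorbance ratio.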
ERG Ets-DNA blk = blocks human ERG Ets domain binding to DNA; hit rate 0.028% among 370,000; Potency, µM (doses to about 76.9 µM), for inactives: at the top dose FP activity, negative = inhibition, actives largely listed as inhibitors; fluorescence polarization, His-ERG Ets domain / labelled DNA; active means well fitted inhibition curve with a large enough effect in the polarisation, with a control signal flat; inconclusive means small, poorly fitted or top-dose-only effect, or effect the other way, or a change in a side signal; inactive means no such curve, though single readings can be large or run the other way; the % refers to the polarisation;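 further: polarization taken with two DNA probes labelled with fluorescein and Texas red; potency means the concentration at half of the fitted maximal effect; % of control where 0% means no effect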
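His-tagged ERG Ets domain (1 uM in the protein solution; 300mM KCl, 50mM Tris-HCl, 1mM EDTA, 1mM DTT, pH 7.5) received compound, then a probe mix of 5 nM fluorescein-DNA and 100nM Texas-615-DNA. Fluorescence polarization was read for both dyes.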
BLM helicase inh = blocks DNA unwinding by human BLM helicase; P54132; recombinant BLM DNA unwinding, fluorescence dequenching; Potency, µM (highest dose often 56.1 µM), without a hit: at the top dose activity change, negative = inhibition, actives largely listed as inhibitors; hit rate 0.2% among 350,000; AID 2528;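 further: potency means the concentration at half of the fitted maximal effect; plate controls were vehicle for no effect and no enzyme for full effect; nearly all actives have a fitted effect of over 35% in size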
The depositor's hits bear a star; ? = inconclusive; . = no result given; & = joins results of further samples; [ ] = dose if it differs, or a comment. Unless noted, the call rests on the fitted dose curve; in most records, active means well fitted curve in the direction sought with a large enough effect; inconclusive means small, poorly fitted or top-dose-only effect, or another doubt; inactive means no such curve, though single readings can be large; an effect the other way counts as inactive or inconclusive.

Molecule	TRHR ag	POLB inh	POLK inh	Pol iota inh	APE1 inh	Apoferritin bind	12-LOX inh	ERG Ets-DNA blk	BLM helicase inh
Cc1ccc(-c2[nH]c(-c3ccc(C(=O)O)cc3)nc2-c2ccccc2)cc1	0.0	3%	-20%	-2%	2%	59%[activator]	?	?	2%
COc1ccc(Cl)cc1NC(=O)COC(=O)CNC(=O)c1ccc([N+](=O)[O-])c(C)c1	-2.7	11%	-2%	21%	7%	-18%	-17%	0%	0%
Cc1cc(-c2nnc3n2CCCCC3)c(C)n1-c1ccccc1	-0.1	5%	2%	19%	0%	-13%	10%	.	2%
Cc1ccccc1NC(=O)Nc1ccc2c(c1)OCO2	0.6	37%	13%	-8%	9%	-3%	0%	4%	-9%
COc1ccc(OC)c(-c2csc(-c3cccs3)n2)c1	-0.9	18%	0%	?	-22%	62%[activator]	8%	14%	-7%
CCCn1c(=O)c(C(=O)Nc2ccccc2C)c(O)c2ccccc21	0.2	3%	0%	116%[activator]	12%	-3%	14%	3%	-12%
CC(OC(=O)c1cc[n+]([O-])cc1)C(=O)Nc1ccc(C(N)=O)cc1 (stereo not drawn)	-0.2	.	-4%	12%	2%	.	316%[activator]	7%	.
c1nc(N2CCN(Cc3ccc4c(c3)OCO4)CC2)c2[nH]cnc2n1	0.5	-2%	10%	1%	-1%	-4%	6%	-3%	7%
CC(C)N(C(=O)C(F)(F)F)C(C(=O)NC1CCCCC1)c1ccncc1 (stereo not drawn)	-0.6	3%	-2%	19%	0%	4%	0%	0%	5%
CC(=O)NCCc1nc2ccccc2n1CCCCOc1ccc(Cl)cc1	0.6	37%	6%	13%	.	1%	-7%	12%	-4%
CCCCN(C(=O)c1ccc(S(=O)(=O)N2CCCC2)cc1)C1CCS(=O)(=O)C1 (stereo not drawn)	0.0	.	-16%	54%[activator]	-3%	.	-11%	-12%	.
O=C(CN1C(=O)c2ccccc2C1=O)Nc1ccc(N2CCOCC2)cc1	0.7	34%	1%	-11%	15%	-23%	18%	-1%	-5%
CCOCCCNC(=O)C1CCN(C(=O)Nc2ccc(C)cc2)CC1	0.9	16%	-12%	22%	1%	-4%	0%	4%	-6%
COc1ccc(OC)c(C2c3c(-c4ccc(Br)cc4)n[nH]c3C(=O)N2c2ccc(Cl)cc2)c1 (stereo not drawn)	2.2	2%	-12%	13%	.	-3%	-13%	4%	-12%
O=C(Nc1cccc(Cl)c1N1CCCC1)c1ccc([N+](=O)[O-])o1	0.8	-23%	-18%	143%[activator]	2%	-10%	3%	-1%	-9%
COCCNc1nc(-c2ccccc2C)nc2ccccc12	.	.	-4%[60.1 µM]	.	-10%	1%	?	.	-15%
CCN(CC)S(=O)(=O)c1ccc(N2CCCC2)c(NC(=O)C2=COCCO2)c1	0.2	.	-1%	25%	47%	.	-3%	8%	.
CCOC(=O)CSc1nnc(COc2cccc(C)c2)o1	-0.6	-4%	-15%	12%	1%	?	-12%	-5%	-5%
CC(C)C(=NO)c1ccccc1	.	.	-4%	13%	.	.	5%	6%	.
CCOC(=O)N1N=C(c2ccccc2)CC1(O)C(F)(F)F (stereo not drawn)	-1.8	-1%	3%	8%	-1%	-12%	3%	9%	2%
CCCN1C(=O)/C(=C/c2cc(C)n(C)c2C)SC1=Nc1ccc(OC)cc1	0.0	0%	-8%	?	-10%	?	?	8%	-12%
O=C(COc1ccccc1)Nc1ccccc1OCc1cc(=O)n2ccccc2n1	0.4	0%	-2%[60.1 µM]	32%[activator]	.	-6%	-3%	-1%	-12%
CN1CCN(C(=O)c2ccc3ccccc3c2)CC1	-1.0	-9%	-17%	-1%	3%	-9%	-3%	-6%	0%
CC1=C(C(=O)N2CCN(c3cc(C)ccc3C)CC2)C2(CCCCC2)OC1=O	0.4	0%	-4%	8%	1%	-8%	-14%	-8%	-4%
CCn1cc(/C=C(\NC(=O)c2ccc(OC)cc2)C(=O)N2CCOCC2)c2ccccc21	0.6	14%	-4%	-16%	-13%	5%	?	-1%	-3%
CCNc1cc(N2CCOCC2)nc(SC)n1	1.7	-1%	4%	24%	3%	-4%	-4%	11%	3%
COc1ccc(N(CC(=O)Nc2ccccc2C(N)=O)S(=O)(=O)c2ccc(C)c([N+](=O)[O-])c2)cc1	0.1	-3%	-6%	20%	2%	?	7%	8%	-10%
CCOc1cc(Cl)c(S(=O)(=O)NCc2ccccn2)cc1Cl	0.0	10%	2%	20%	-2%	-23%	-2%	.	-1%
O=C(O)CCc1nn2cc(-c3ccccc3)nc2[nH]c1=O	0.3	-1%	-26%	-15%	-6%	335%[activator]	?	-12%	2%
O=[N+]([O-])c1ccc(O)c(/C=N/Nc2ncnc3c2cnn3-c2ccccc2)c1	0.3	8%	-13%	-8%	6%	-1%	-11%	-4%	-7%
Cc1nnc(NC(=O)CSc2ncn(-c3ccccc3)n2)s1	0.3	14%	-1%	69%[activator]	0%	-1%	?	-1%	-13%
Cc1nc(N=Nc2ccc(C(=O)O)cc2)c(COP(=O)(O)O)c(C=O)c1O	.	?	?	-5%[58.9 µM]	?	.	.	.	.
Cc1ccc(S(=O)(=O)n2c3ccc(F)cc3c3nc(C)sc32)cc1	0.1	32%	.	.	1%	-10%	.	.	-9%
Cc1c(C(=O)N(Cc2ccccc2)C(C)C)oc2ccc(S(=O)(=O)N3CCOCC3)cc12	-0.1	5%	2%	-17%	26%	-22%	0%	-5%	-7%
Cc1ccc(C(=O)NCC(c2ccco2)N2CCOCC2)cc1 (stereo not drawn)	-0.3	.	-1%	32%[activator]	-1%	.	?	0%	.
Cc1ccc(-c2nnc3n2N=C(c2ccccc2)CS3)cc1	-0.3	1%	-5%	-21%	-1%	-8%	310%[activator]	-1%	1%
CCn1cc(/C=C/c2cc[n+](C)cc2)c2ccccc21	-1.0	6%	7%	-5%	-5%	89%[activator]	?	14%	3%
Cn1c(=O)c2c(nc(NCc3ccccc3)n2CCCc2ccccc2)n(C)c1=O	-2.4	-1%	-16%	2%	1%	-8%	-5%&0%	3%	0%
Cc1cccc(C(=O)N[C@@H]2c3ccccc3C[C@@H]2O)n1	.	.	9%	39%[activator]	.	.	?	-5%	.
C/C(=N\NC(=O)c1cccc([N+](=O)[O-])c1)c1cccnc1	1.2	9%	-9%	-20%	15%	-7%	9%	-7%	-8%
CN(C)c1ccc(C=NCCC2(O)CCOC(C)(C)C2)cc1 (stereo not drawn)	1.0	54%	-1%	4%	17%	-6%	0%	-7%	4%
CN(C(=O)CS(=O)(=O)c1cccc(Cl)c1)c1ccccc1	-0.6	4%	1%	83%[activator]	3%	-10%	-9%	-1%	-2%
Cc1cc(N2CCN(C)CC2)nc2ccc(NC(=S)N3CCN(c4cccc(Cl)c4)CC3)cc12	0.3	-23%	-10%	72%[activator]	-6%	5%	-13%	5%	1%
O=C(O)c1ccc(N2C(=O)/C(=C/c3ccc(-c4ccc([N+](=O)[O-])cc4)o3)C=C2c2ccccc2)cc1	5.0	10µM*	?	?	?	-19%	.	53%[activator]	-20%
Cc1cccc(C)c1NC(=O)CSc1nnc(C)n1-c1ccccc1	-0.6	25%	5%	0%	0%	29%	22%	-1%	4%
COc1cc(/C=N/NC(=O)c2cccs2)ccc1OCc1ccccc1	0.1	8%	-10%	22%	-9%	9%	-10%	-6%	-5%
CC1C(=O)Nc2ccccc2N1C(=O)c1ccccc1 (stereo not drawn)	-0.3	1%	-7%	57%[activator]	9%	1%	1%	4%	-1%
Cc1nn(-c2ccccc2)c(C)c1C(=O)OCC(=O)N1CC(=O)Nc2ccccc21	0.3	22%	-12%	9%	-1%	-22%	0%	7%	-7%
CCOC(=O)CC(=O)CSCC(=O)Nc1ccc(C)cc1	-0.5	-10%	-9%	14%	11%	-9%	?	-1%	-2%
Cc1nc(Nc2ccccc2C)c2cnn(C)c2n1	.	.	-13%	70%[activator]	.	.	10%	-3%	.
COc1ccccc1-c1cc(C(=O)NCc2ccccc2)no1	1.4	3%	0%	13%	-6%	?	-4%	3%	-10%
CCc1noc(C)c1C(=O)Nc1ccc(-c2nnc3n2CCCCC3)cc1	-0.4	.	-11%	9%	13%	.	-8%	-5%	.

Single entries from the results shown.
`O=C(O)c1ccc(N2C(=O)/C(=C/c3ccc(-c4ccc([N+](=O)[O-])cc4)o3)C=C2c2ccccc2)cc1` @ TRHR ag: 5.0
`Cc1ccc(-c2nnc3n2N=C(c2ccccc2)CS3)cc1` @ POLB inh: 1%
`CCn1cc(/C=C/c2cc[n+](C)cc2)c2ccccc21` @ BLM helicase inh: 3%

The list is partial; rates above refer to the full screens.
